rCAG binder: r(CAG) repeat RNA binding | TO-PRO-1 dye displacement fluorescence | 370,000 compounds, 1.3% hits | inhibition, % at 3 µM;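 active = inhibition above the plate cutoff, the mean of all test compounds on that plate plus 3 SD, cut at about 35% in these data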;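 note: 0% = DMSO alone and 100% = 100 µM mitoxantrone as full dye displacement; higher means more dye released from RNA so lower well fluorescence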
ASAP1 GAP inh: blocks human ASAP1-stimulated Arf1 GTP hydrolysis; Q9ULH1; GDP FP detection; inhibition, % at 16.5 µM; 360,000 compounds, 0.19% hits; in the data active = inhibition above about 25%;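 note: 0% = vehicle with enzyme and substrate and 100% = no enzyme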
sPLA2-III inh: Blocks human group III sPLA2 activity | Q9NZ20 | QFRET BODIPY PC-A2 liposome hydrolysis, fluorescence | inhibition, % at 12.2 µM | 370,000 compounds, 0.56% hits | AID 743126;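 active = inhibition above mean plus 3 SD of compounds lying within the high and low control bounds, cut at about 19% in these data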;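 note: 0% = median of test compound wells and 100% = no enzyme DMSO wells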
ARFGAP1 inhibitor: rat ARFGAP1 inhibition | Arfgap1-stimulated ARF1 GTP hydrolysis, GDP FP detection | inhibition, % at 16.5 µM | Q62848 | 360,000 compounds, 0.26% hits;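 active = inhibition above a per-plate limit, mean inhibition of low control wells plus 3 SD, cut at about 25% in these data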;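 note: 0% = DMSO wells with enzyme and 100% = wells lacking Arfgap1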
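Replicates: Single well per compound | Assay system: Truncated rat Arfgap1 GAP domain | Control set: No-Arfgap1 wells (100%) versus DMSO full-reaction wells (0%) | Times: Enzyme reaction 120 min at 25 °C after 20 min preincubation | Reagent: Human ARF1(Δ1-17)-GTP substrate | Measured by: Tracer-displacement fluorescence polarization with EDTA stop, 620/688 nm | Measure: Percent inhibition of Arfgap1-stimulated GTP hydrolysis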
GC-A act: GC-A (human) enzyme activation; P16066; HEK293 GC-A cells, cGMP TR-FRET, EC30 ANP; 0% at EC30 ANP, 100% saturating ANP; activation, % at 10 µM; 370,000 compounds, 0.14% hits; AID 1671463; in the data active = activation above about 40%
FXN GAA850 act: frataxin GAA850 promoter activation. 360,000 compounds, 0.56% hits. activation, % at 6 µM. HEK293 lucGAA850 FXN promoter luciferase reporter, 24 h; percent of 10 µM SAHA response;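 active = activation above the average of all compounds screened plus 3 SD, cutoff fixed separately per campaign, cut at about 7.5% in these data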;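 note: 0% = DMSO wells and 100% = 10 µM SAHA wells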
ADAM10 inh: inhibitors of human ADAM10; 370,000 compounds, 0.62% hits; O14672; inhibition, % at 7 µM; recombinant ADAM10, EDANS/DABCYL FRET peptide cleavage, 3 h;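 active = inhibition above a per-campaign cutoff equal to the mean of compounds falling between control-based bounds plus 3 SD, cut at about 20% in these data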;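 note: 0% = DMSO wells while the 100% control is not disclosed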
Tn6 DDE FP: DD(E)-Tn6 binding inhibition, primary FP screen; Fibrin DD(E) TRITC-Tn6 fluorescence polarization displacement; inhibition, % at 8.3 µM; 370,000 compounds, 0.21% hits;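 active = inhibition above a per-campaign cutoff: mean of compounds within control limits plus 3 SD, cut at about 15% in these data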;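 note: 0% = median of all compound wells on the plate and 100% = blocking peptide control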
KLK7 zymogen act: activators of human kallikrein-7 zymogen | activation, % at 7 µM | AID 652039 | 370,000 compounds, 0.9% hits | purified proKLK7, EDANS-DABCYL substrate fluorescence; 100% is mature enzyme control, 0% vehicle;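 active = activation above the mean of all tested compounds plus 3 SD, computed per campaign excluding outliers beyond control limits, cut at about 13% in these data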
NPR2 activator: GC-B (human) receptor activation; HEK293-GC-B cells, CNP EC30, cGMP TR-FRET; 0% at EC30 CNP, 100% saturating CNP; activation, % at 10 µM; 370,000 compounds, 0.11% hits; AID 1920062;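 active = activation at 10 µM reaching about 35% in either raw or pattern-adjusted values, limit read from the data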
Target sequence (P20594 whole entry, looked up): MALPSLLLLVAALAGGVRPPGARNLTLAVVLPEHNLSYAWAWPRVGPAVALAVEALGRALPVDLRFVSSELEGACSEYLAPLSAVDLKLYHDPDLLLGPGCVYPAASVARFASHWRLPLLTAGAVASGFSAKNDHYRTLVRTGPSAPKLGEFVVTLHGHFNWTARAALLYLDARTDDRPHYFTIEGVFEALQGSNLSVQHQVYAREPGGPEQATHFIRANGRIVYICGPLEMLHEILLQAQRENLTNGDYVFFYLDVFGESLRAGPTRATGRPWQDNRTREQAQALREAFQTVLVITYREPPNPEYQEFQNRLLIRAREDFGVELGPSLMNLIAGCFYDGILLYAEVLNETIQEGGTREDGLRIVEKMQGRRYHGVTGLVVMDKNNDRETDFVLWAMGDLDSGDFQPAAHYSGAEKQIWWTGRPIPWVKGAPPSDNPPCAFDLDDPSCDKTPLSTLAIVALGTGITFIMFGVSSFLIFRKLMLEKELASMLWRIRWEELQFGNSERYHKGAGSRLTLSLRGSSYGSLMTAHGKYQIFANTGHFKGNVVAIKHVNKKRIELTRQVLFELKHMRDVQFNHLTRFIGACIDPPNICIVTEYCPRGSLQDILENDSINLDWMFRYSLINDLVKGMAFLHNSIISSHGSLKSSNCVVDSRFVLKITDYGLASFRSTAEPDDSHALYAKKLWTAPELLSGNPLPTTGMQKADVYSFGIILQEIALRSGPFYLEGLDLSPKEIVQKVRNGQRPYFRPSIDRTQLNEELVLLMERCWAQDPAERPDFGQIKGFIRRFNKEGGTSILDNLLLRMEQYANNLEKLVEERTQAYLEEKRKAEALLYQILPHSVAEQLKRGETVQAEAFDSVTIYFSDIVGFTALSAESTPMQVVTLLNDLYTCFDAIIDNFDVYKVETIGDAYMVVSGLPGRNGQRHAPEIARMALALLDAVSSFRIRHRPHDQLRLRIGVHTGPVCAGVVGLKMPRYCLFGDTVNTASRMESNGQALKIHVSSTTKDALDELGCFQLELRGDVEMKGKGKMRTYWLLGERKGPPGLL
* hit, by the source's call; i = inactive; · = no result given; & = joins results of further samples.

SMILES | sPLA2-III inh | FXN GAA850 act | KLK7 zymogen act | rCAG binder | ASAP1 GAP inh | GC-A act | ARFGAP1 inhibitor | ADAM10 inh | Tn6 DDE FP | NPR2 activator
O=C(Nc1ccc(N2CCOCC2)c(Cl)c1)c1ccc(-n2cnnc2)cc1 | 3 | 1.3 | 0.0 | -1 | -4 | 2 | 13 | 5 | 0 | 5
COc1ccc(OC)c(NC(=O)C2=C(C)Nc3ncnn3C2c2cccs2)c1 (stereo not drawn) | 12 | -1.9 | -0.4 | 2 | -12 | -6 | -12 | -7 | 0 | -4
CC(C)c1ccc2nc(SCC(=O)NCC3CCCO3)c(C#N)cc2c1 (stereo not drawn) | -4 | 2.6 | -0.7 | -1 | -8 | -2 | -3 | -13 | -4 | -9
COc1cccc(Nc2nc3ccccc3n2C(C)C)c1 | 3 | -1.1 | -0.2 | -1 | -4 | -1 | -4 | 14 | 0 | -1
C/C(=N\NC(=O)Nc1ccccc1)c1ccccc1 | 2 | 3.7 | -0.1 | -5 | -6 | 4 | -6 | -5 | -4 | 4
CC(Sc1ccc(S(=O)(=O)N2CCN(C)CC2)cn1)C(=O)Nc1cccc(Cl)c1Cl (stereo not drawn) | -11 | 1.4 | -0.2 | 3 | -2 | -9 | 8 | -1 | 12 | -7
Cc1ccc2cc3cc(C(=O)N4CC(C)CC(C)C4)oc3nc2c1 (stereo not drawn) | -9 | 2.8 | 0.6 | -1 | 0 | -1 | -10 | -17 | 5 | 3
COc1ccc(S(=O)(=O)N2CCC(C(=O)NCc3ccccc3)CC2)cc1OC | 4 | 3.2 | -0.7 | 1 | 9 | 0 | -4 | 5 | 9 | -3
CC12CCC(C(=NO)C1=NO)C2(C)C (stereo not drawn) | -2 | 0.9 | 0.5 | 1 | -12 | 0 | 11 | -6 | 2 | 2
CC(C)(C)NC(=O)Cn1cnc([N+](=O)[O-])n1 | 4 | 0.7 | -0.1 | -2 | -3 | 4 | 12 | 5 | -4 | 5
CCOC(=O)C1=C(C)N(C)C(=S)NC1c1ccc(Cl)cc1 (stereo not drawn) | 10 | 0.9 | -0.3 | -2 | -6 | -6 | 6 | -8 | 0 | 0
O=C1Cc2ccccc2Sc2ccc(Cl)cc21 | -14 | 0.6 | -1.7 | 5 | -9 | 3 | -14 | 2 | -3 | 3
CN(Cc1ccccc1)C(=O)OCc1cn(Cc2ccccc2Cl)nn1 | 1 | · | -0.1 | -1 | · | -1 | · | 6 | -10 | 0
CN(C(=O)COC(=O)c1ccc(Cl)nc1)C1CCS(=O)(=O)C1 (stereo not drawn) | 1 | -0.1 | 0.1 | 2 | -8 | -3 | 1 | -5 | 11 | -3
CCOC(=O)C1Sc2[nH]c(=O)sc2C(c2ccc(Cl)cc2)C1C(=O)OCC (stereo not drawn) | -10 | -10 | 0.2 | 24 | -14 | -11 | -5 | 4 | 1 | -3

Looked up by compound from the list above (two):
SMILES | sPLA2-III inh | FXN GAA850 act | KLK7 zymogen act | rCAG binder | ASAP1 GAP inh | GC-A act | ARFGAP1 inhibitor | ADAM10 inh | Tn6 DDE FP | NPR2 activator
C/C(=N\NC(=O)Nc1ccccc1)c1ccccc1 | 2 | 3.7 | -0.1 | -5 | -6 | 4 | -6 | -5 | -4 | 4
CC(Sc1ccc(S(=O)(=O)N2CCN(C)CC2)cn1)C(=O)Nc1cccc(Cl)c1Cl (stereo not drawn) | -11 | 1.4 | -0.2 | 3 | -2 | -9 | 8 | -1 | 12 | -7

(further entries)
SMILES | sPLA2-III inh | FXN GAA850 act | KLK7 zymogen act | rCAG binder | ASAP1 GAP inh | GC-A act | ARFGAP1 inhibitor | ADAM10 inh | Tn6 DDE FP | NPR2 activator
O=C(CCN1C(=O)/C(=C\c2cccs2)SC1=S)NC1=NCCS1 | -3 | 0.8 | -0.1 | 3 | 10 | -11 | 3 | 2 | 1 | -6
Cc1ccc([N+](=O)[O-])c(OCC(=O)OCC(=O)c2ccccc2)c1 | 3 | -3.1 | 0.1 | -3 | -7 | 2 | -3 | 1 | -5 | -6
CCOc1cc(-c2cc(N)n[nH]2)cc(OCC)c1OCC | 9 | 0.2 | -0.3 | 1 | 9 | -1 | -2 | -5 | -1 | 2
CCC(CC)NC(=O)c1cc(OC)c(OC)cc1[N+](=O)[O-] | 14 | 0.3 | -0.6 | -1 | 3 | 2 | 1 | 1 | -3 | 7
O=C(Nc1cccc2cccnc12)c1ccc(Cl)cc1 | -2 | 5.0 | -0.1 | 2 | -1 | -2 | -8 | 9 | -11 | 0
COc1ccccc1S(=O)(=O)Nc1cccc(-c2nnc3n2CCCCC3)c1 | -2 | 1.6 | 0.0 | -2 | -2 | -11 | -5 | -3 | -1 | -5
COc1ccc2nc(NC(=O)CSc3nc(C)cc(=O)[nH]3)sc2c1 | 2 | 1.9 | 0.2 | 12 | -1 | 1 | 8 | -2 | 8 | 3
Cc1cc(C)nc(Nc2nc(C(N)Cc3ccccc3)cs2)n1 (stereo not drawn) | 0 | -2.4 | -0.4 | 12 | -10 | -20 | -5 | -4 | 5 | -9
CSC(=NC1CCCCC1)NS(=O)(=O)c1ccccc1 | -7&-2 | 2.1&0.9 | 0.4&0.1 | 2&-3 | 2&-5 | 0&2 | -10&9 | -4&11 | -9&1 | 0&-1
CC1C2CC(C(CN(C)C)/C2=N/O)C1(C)C (stereo not drawn) | 1 | 0.5 | -0.6 | 1 | 7 | 6 | 4 | 5 | -3 | -6
c1ccc(NCCSc2nc3ccccc3s2)cc1 | 2 | 1.6 | 0.4 | 2 | 11 | -3 | -2 | -2 | 2 | -4
O=C(O)/C(=C\c1ccco1)NC(=O)c1ccccc1 | 1 | -3.1 | 0.6 | 2 | 3 | -1 | -3 | -11 | -4 | 2
COc1cc(C(=O)N(c2ccc(C)c(C)c2)C2C=CS(=O)(=O)C2)cc(OC)c1OC (stereo not drawn) | -2 | 1.0 | 0.1 | -7 | -13 | -21 | -16 | 0 | 3 | -14
CSCCC(NC(=O)c1ccco1)C(=O)N1CCN(Cc2ccccc2)CC1 (stereo not drawn) | -1 | -0.2 | -0.2 | -12 | 12 | -1 | 4 | -2 | 3 | 0
COc1cc2c(cc1OC)C(C)=NC1(CCCCC1)C2 | -5 | -0.8 | 101* | 3 | -12 | -3 | 15 | i | 4 | -13
C/C(=N\NC(=O)c1n[nH]c2c1CCC2)c1cccs1 | 19 | -8.3 | -0.1 | -3 | 20 | -8 | 14 | -7 | -6 | -9
Cn1c(=O)c2sc3c(c2n(CC(=O)Nc2ccccc2)c1=O)COC(C)(C)C3 | 5 | 0.6 | -0.3 | 7 | 3 | 8 | -7 | 5 | 5 | -1
COc1ccccc1CNC(=O)c1ccc2nc(C)c(N(C)Cc3ccc(NC(C)=O)cc3)n2c1 | 2 | -7.9 | 0.8 | 0 | -3 | 3 | -8 | -4 | -7 | 2
O=c1nc(Nc2ccccc2)sc2ccc([N+](=O)[O-])cc12 | 4 | 2.5 | 0.3 | -1 | 6 | 13 | 0 | -1 | -3 | 0
Cc1c(Cl)cccc1NC(=O)c1nc(C)n(-c2cc(OC(C)C)c(Cl)cc2Cl)n1 | -1 | -1.9 | -0.3 | 5 | 5 | 4 | 10 | 19 | -7 | -1
Cc1cc(C)cc(C(=O)OCC(=O)Nc2cccc(S(=O)(=O)NC3=NCCCCC3)c2)c1 | -26 | 2.0 | -0.2 | -1 | -11 | 1 | 1 | 0 | 0 | 12
CCn1nc(C)c(/C=N/NC(=O)c2c[nH]c3ccccc23)c1C | 7 | 5.2 | 0.2 | 1 | -2 | 3 | 2 | -10 | 0 | -3
CC(=O)c1ccc(N2CCN(c3ccnc4cc(Cl)ccc34)CC2)cc1 | -2 | -1.8 | -0.2 | 2 | -1 | -11 | -3 | -1 | 3 | -4
CCOc1ncccc1C(=O)N1CCN(S(=O)(=O)c2cccs2)CC1 | -2 | 0.9 | 0.1 | 2 | 1 | -1 | 1 | 6 | -8 | -1
CCn1cc(CNC(=O)CCc2ccc(OC)cc2)cn1 | 2 | 1.0 | 0.5 | 1 | 3 | -3 | 0 | 0 | 3 | -8
CSc1nnc(C)c(=O)n1COC(=O)COc1ccc(Cl)cc1 | 2 | -0.6 | 0.3 | -1 | 4 | 3 | 3 | -2 | -1 | -1
O=C(CSc1nc2ccccc2c(=O)n1CCCN1CCOCC1)Nc1cccc(S(=O)(=O)N2CCCCCC2)c1 | -30 | 2.4 | 0.4 | 11 | 6 | -2 | -4 | 9 | 1 | 2
COc1cc2c(cc1[N+](=O)[O-])-c1ccccc1C2 | -30 | 3.3 | -0.1 | 4 | -8 | 0 | 6 | 2 | -2 | 0
Cc1ccc(C(=O)NC(=S)NCC2CCCO2)cc1Br (stereo not drawn) | -4 | 5.0 | -0.2 | 0 | -10 | -3 | 12 | 6 | 7 | 3
CCC(=O)O[C@]1(C(=O)CCl)[C@@H](C)C[C@H]2[C@@H]3CCC4=CC(=O)C=C[C@]4(C)[C@@]3(F)[C@@H](O)C[C@@]21C | -10 | -7.0 | 0.5 | 1 | -5 | -5 | 10 | -7 | -1 | 0
CCCc1[nH]c2ccc(C#N)cc2c1CCC | -16 | 0.7 | 0.3 | -2 | -11 | -1 | -3 | 11 | 2 | 2
COc1ccc(OC)c(NC(=O)C2CCCN2C(=O)OCc2ccccc2)c1 (stereo not drawn) | -1 | -2.5 | 0.3 | -9 | -6 | 0 | -8 | 0 | -3 | 2
COc1cc2ccccc2cc1C(=O)Nc1ccc(N2CCOCC2)cc1 | 2 | -0.5 | 0.8 | 5 | -12 | 1 | 18 | -56 | 3 | 0
CNC(=O)OCN1C(=O)C2CC=CCC2C1=O (stereo not drawn) | -9 | -2.0 | 0.4 | 1 | -2 | 2 | 13 | 4 | -1 | 3
CCC(C)NC(=O)CSc1nnc(-c2cc(-c3cccs3)nc3ccccc23)o1 (stereo not drawn) | -7 | -2.6 | -4.2 | 5 | 6 | -4 | 1 | -133 | 4 | -9
COc1ccc(-c2nsc(SCC(=O)NCC3CCCO3)n2)cc1 (stereo not drawn) | 2 | 2.6 | 0.0 | -4 | 1 | 3 | 4 | 0 | -2 | 0
C=CCn1c(SCC(=O)Nc2ccc(Cl)cn2)nnc1C1CC1 | 2 | 0.0 | 0.0 | -9 | 5 | 0 | 9 | -5 | 2 | -3
O=S(=O)(c1ccc(SCCOc2ccc(F)cc2)nc1)N1CCCC1 | 8 | 1.3 | 0.9 | 0 | -12 | 6 | 3 | -3 | 1 | 2
O=C(CSC1CS(=O)(=O)c2cc([N+](=O)[O-])ccc21)NNC(=O)c1ccc(Cl)cc1 (stereo not drawn) | -14 | -0.5 | 0.3 | 5 | 1 | 1 | -15 | 0 | 2 | -5
COc1ccc(-c2cnc3c(NC(C)=O)cc(-c4cccc(NS(C)(=O)=O)c4)cn23)cc1OC | -3 | 2.8 | -0.8 | 6 | 1 | 7 | 2 | -20 | -6 | 10
COc1ccc(S(=O)(=O)Nc2ccc(S(=O)(=O)N3CCCC3)cc2)cc1 | -18 | -0.5 | -0.6 | 14 | 11 | 1 | 7 | 7 | -1 | 6
O=C(NN1C(=O)C2C3C=CC(O3)C2C1=O)c1ccncc1 (stereo not drawn) | 7 | 2.7 | -0.3 | 0 | -3 | 3 | 9 | -14 | 5 | 6
